Screening results deposited in PubChem BioAssay by National Center for Advancing Translational Sciences (NCATS).
ELG1 genotoxic: qHTS screen for small molecules that induce genotoxicity in human embryonic kidney (HEK293T) cells expressing luciferase-tagged ELG1; 1.3% of 330,000 active; HEK293T ELG1-luciferase reporter, luminescence, 16 h; Potency, µM (titrated, usually from 46 µM), without a hit: top-dose activity change, positive = activation, hits mostly activators; note: % of control where 0% means no effect; nearly all actives have a fitted effect of over 60% in size
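HEK293T cells expressing luciferase-tagged ELG1 were treated with compound or DMSO for 16 hr at 37°C. Luciferase activity was then read after 30 min with ONE-Glo at room temperature; rising signal flags genetic stress.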
RORgamma inh: qHTS for inhibitors of ROR gamma transcriptional activity; AID 2551, 2010; Drosophila S2 Gal4-RORgamma UAS-luciferase reporter, 20 h; Potency, µM (doses to about 53.6 µM), inactives show at the top dose activity change, negative = inhibition, actives largely listed as inhibitors; 5.4% of 310,000 active; Nuclear receptor ROR-gamma (Mus musculus), P51450; note: % is set by controls: 0 for no effect and ±100 for the full control effect; nearly all actives have a fitted effect of over 60% in size
Target sequence (P51450 whole entry, looked up, the tested form may be a part): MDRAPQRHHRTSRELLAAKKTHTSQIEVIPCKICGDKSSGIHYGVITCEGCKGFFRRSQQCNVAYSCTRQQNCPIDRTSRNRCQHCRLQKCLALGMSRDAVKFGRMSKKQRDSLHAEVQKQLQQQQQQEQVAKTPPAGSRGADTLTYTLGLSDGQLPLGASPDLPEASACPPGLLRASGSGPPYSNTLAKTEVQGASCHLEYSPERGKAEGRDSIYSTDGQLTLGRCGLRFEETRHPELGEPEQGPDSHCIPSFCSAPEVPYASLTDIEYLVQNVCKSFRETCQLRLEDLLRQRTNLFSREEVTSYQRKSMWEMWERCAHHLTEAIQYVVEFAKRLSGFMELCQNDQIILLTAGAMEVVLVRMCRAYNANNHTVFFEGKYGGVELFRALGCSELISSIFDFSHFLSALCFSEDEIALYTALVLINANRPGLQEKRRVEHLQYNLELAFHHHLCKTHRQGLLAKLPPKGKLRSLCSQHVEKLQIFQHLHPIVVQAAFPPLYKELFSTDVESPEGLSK
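Compounds are pin-transferred onto Drosophila Schneider cells expressing a copper-inducible Gal4–ROR gamma transactivation domain fusion. After 1 hr, copper sulfate is added to 700 uM final; luciferase is read 20 hr later.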
p53 reactivator: qHTS assay for re-activators of p53 using a Luc reporter. H1299 p53-A138V BP100-luciferase reporter, luminescence, 24 h. Potency, µM (series often up to 92.2 µM), for inactives: top-dose activity change, positive = activation, actives largely listed as activators. 0.063% of 320,000 active. AID 504706, 2011; note: % of control where 0% means no effect; nearly all actives have a fitted effect of over 45% in size
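H1299 (p53-null), stable ts p53-A138V + BP100-Luc; 1000 cells/well, Opti-MEM/10% FBS; cpd 4 pt, 1:5; 24 h, 37 deg C, 5% CO2; detection reagent 10 min RT; luminescence.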
Rab9 prom act: qHTS Assay for Rab9 Promoter Activators | Potency, µM (titrated, usually from 9.22 µM), for the others: at the highest dose activation, negative = inhibition, most hits filed as activators | 2.8% of 320,000 active | Huh7 Rab9 promoter-luciferase reporter, luminescence, 24 h; note: % of control where 0% means no effect; nearly all actives have a fitted effect of over 60% in size
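Luminescence read-out: Huh7 cells stably expressing Rab9-luciferase, treated 24 h with compound at 37 °C, then lysed with luciferase reagent for 10 min at ambient before reading.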
BRCA1 expr up: qHTS Assay to Identify Small Molecule Activators of BRCA1 Expression; MCF7-BRCA1-FFLuc reporter, luminescence, 48 h; response scale: scaled: vehicle 0%, 10 µM genistein 100%; Potency, µM (top dose mostly 46.1 µM), without a hit: top-dose activation, actives largely listed as activators; 1.1% of 380,000 active; note: nearly all actives have a fitted effect of over 80% in size; some results filed as inactive show a strong effect at the top dose
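MCF7-BRCA1-FFLuc cells, 2000/well in phenol-red-free MEM, attached 2 h then treated 48 h at 37 C. Luciferase luminescence read 15 min after reagent; normalized to genistein maximum activation (10microM) and DMSO, concentration-response fitted.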
uPA surface inh: qHTS for Inhibitors of Cell Surface uPA Generation | cell surface uPA generation assay, qHTS | 0.31% of 330,000 active | Potency, µM (highest dose often 38.3 µM), for the others: at the top dose activity change, negative = inhibition, most hits filed as inhibitors; active = well fitted inhibition curve with a large enough effect; inconclusive = small, poorly fitted or top-dose-only effect; inactive = no such curve, though single readings can be large or run the other way; tested in mouse RAW 264.7 cells; note: % is set by controls: 0 for no effect and ±100 for the full control effect; nearly all actives have a fitted effect of over 55% in size
FLuc counter: qHTS profiling assay for firefly luciferase inhibitor/activator using purifed enzyme and Km concentrations of substrates (counterscreen for miR-21 project); purified FLuc, Km substrates, luminescence inhibition; Luciferin 4-monooxygenase (Photinus pyralis), P08659; AID 588342, 2011; 6.9% of 360,000 active; Potency, µM (titrated, usually from 57.5 µM), without a hit: top-dose activity change, negative = inhibition, usual class: inhibitors;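 note: plate controls were vehicle for no effect and reference inhibitor for full effect; nearly all actives have a fitted effect of over 55% in size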
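Purified P. pyralis luciferase (10nM final) with 10uM D-luciferin and 10uM ATP (Km levels) in 50mM Tris acetate pH 7.5, 10mM Mg acetate, 0.01% Tween-20, 0.05% BSA; qHTS 6-point titration, ~60 µM downward; luminescence read.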
MBNL1-CUG inh: qHTS Assay for Inhibitors of MBNL1-poly(CUG) RNA binding. 0.036% of 280,000 active. TR-FRET MBNL1-His/biotin-(CUG)12 binding, 665/545 ratio. Potency, µM (top dose mostly 57.5 µM), for the others: at the highest dose activity change, negative = inhibition, most hits filed as inhibitors; active = well fitted inhibition curve with a large enough effect in the signal ratio, with a control signal flat, not every such curve was filed as active; inconclusive = small, poorly fitted or top-dose-only effect, or effect the other way, or a change in a side signal; inactive = no such curve, though single readings can be large or run the other way; the % refers to the signal ratio; note: % is set by controls: 0 for no effect and ±100 for the full control effect
Target sequence (Q9NR56 whole entry, looked up): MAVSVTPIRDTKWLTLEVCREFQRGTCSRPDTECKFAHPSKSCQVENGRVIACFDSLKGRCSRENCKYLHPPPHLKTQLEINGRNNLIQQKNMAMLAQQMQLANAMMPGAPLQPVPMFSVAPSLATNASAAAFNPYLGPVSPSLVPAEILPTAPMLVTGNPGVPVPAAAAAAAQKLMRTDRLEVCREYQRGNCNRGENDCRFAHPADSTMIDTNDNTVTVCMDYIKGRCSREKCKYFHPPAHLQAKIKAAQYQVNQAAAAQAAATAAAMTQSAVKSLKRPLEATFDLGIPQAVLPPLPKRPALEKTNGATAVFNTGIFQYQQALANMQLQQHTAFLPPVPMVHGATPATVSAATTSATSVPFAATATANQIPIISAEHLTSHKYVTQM
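His-tagged MBNL1 binding to biotinylated (CUG)12 RNA was measured by TR-FRET using terbium anti-His antibody (0.055 ng/ul final) and streptavidin-XL665 (5 nM final). Compounds were titrated 92 nM to 58 uM; 60 min at room temperature.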
Gal4-VP16 FLuc: VP16 counterscreen qHTS for inhibitors of ROR gamma transcriptional activity; 3.5% of 310,000 active; Drosophila S2 Gal4-VP16 UAS-luciferase, luminescence, 20 h; AID 2546, 2010; Potency, µM (doses to about 53.6 µM), without a hit: at the top dose activity, negative = inhibition, usual class: inhibitors;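 note: Gal4-VP16 expression switched on by copper sulfate through the metallothionein promoter; % is set by controls: 0 for no effect and ±100 for the full control effect; nearly all actives have a fitted effect of over 50% in size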
NPC1 promoter act: qHTS Assay for NPC1 Promoter Activators; Huh7 NPC1 promoter luciferase reporter, 24 h; Potency, µM (top dose mostly 9.22 µM), for the others: at the highest dose activation, most hits filed as activators; 2.4% of 320,000 active; AID 485313, 2010;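 note: % of control where 0% means no effect; nearly all actives have a fitted effect of over 60% in size; reporter is driven by a mutant NPC1 promoter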
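NPC1 promoter–luciferase Huh7 cells; 24 h compound; luminescence.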
Numbers without * were called inactive; ? = inconclusive; . = no result given; [ ] = another dose, or the depositor's remark. Unless noted, calls come from the whole dose curve; as a rule, active = well fitted curve in the direction sought with a large enough effect; inconclusive = small, poorly fitted or top-dose-only effect, or another doubt; inactive = no such curve, though single readings can be large; an effect the other way counts as inactive or inconclusive. Potency is the fitted concentration of half-maximal effect. The order is random; 13% or so of the library scored in one or more.

compound	ELG1 genotoxic	RORgamma inh	p53 reactivator	Rab9 prom act	BRCA1 expr up	uPA surface inh	FLuc counter	MBNL1-CUG inh	Gal4-VP16 FLuc	NPC1 promoter act
COc1ccc(NC(=O)CSc2ccc3c(c2)OCCO3)cc1S(N)(=O)=O	3%	.	1%	.	-10%	1%	.	.	.	.
CCOc1ccc(C(=O)NC(C(=O)NCC2CCCO2)C(C)C)cc1 (stereo not given)	-6%	20%	-3%	0%	-4%	3%	0%	-17%	-1%	17%
Cc1ccc(NC(=O)CSc2cn[nH]n2)cc1	-15%	?	12%	0%	-17%	-3%	1%	-8%	-29%	-1%
COc1ccc(CNC(=O)C(NC(C)=O)C(=O)Nc2ccc(OC)cc2)cc1 (stereo not given)	-5%	20%	-12%	3%	2%	3%	-1%	-10%	3%	-2%
CCOC(=O)C1(Cc2ccccc2C)CCCN(S(=O)(=O)CC)C1 (stereo not given)	-5%	2%	1%	6%	-5%	3%	0%	-7%	-12%	1%
CCN(NC(=O)C(O)(c1ccccc1)c1ccccc1)C(=O)c1ccccc1	-4%	6%	-2%	2%	-30%	1%	0%	4%	-5%	0%
O=C(COc1ccccc1F)NCc1nc2ccccc2[nH]1	0%	34%	8%	-1%	3%	3%	4%	-2%	0%	3%
O=C(Nc1nc(-c2ccco2)c(-c2ccco2)s1)C1CCC1	4%	?	2%	-6%	-40%	-1%	19µM*	33%[activator]	-12%	0%
COc1ccc(CCN(C)CC(=O)Nc2ccc(F)c(Cl)c2)cc1OC	-4%	-9%	-5%	0%	-15%	-5%	-1%	-4%	13%	-3%
CCOC(=O)N1N=C(c2ccccc2)CC1(O)C(C)(F)F (stereo not given)	0%	2%	5%	-5%	-11%	1%	6%	-4%	-1%	-4%
CN(Cc1nc(-c2ccccn2)no1)S(=O)(=O)c1ccc(Cl)cc1	4%	19%	21%	-5%	2%	.	3%	9%	-1%	1%
COc1ccc2oc(C(=O)OCC(=O)N3CCCC3=O)c(C)c2c1	11%	.	10%	-2%	11%	10%	?	.	.	1%
COc1cccc(C2CC(c3ccccc3OC)n3ncnc3N2)c1 (stereo not given)	0%	1%	-2%	0%	-40%	?	-1%	-22%	-12%	0%
COc1ccc(NC(=O)CSc2nnc3ccc(-c4ccccn4)nn23)c(OC)c1	2%	.	-2%	5%	-1%	1%	0%	.	.	-4%
CSc1cc(-c2ccccc2)n(Cc2ccccc2Cl)c(=O)c1C#N	-3%	-17%	2%	-29%	-62%	12%	0%	1%	0%	-24%
Cc1ccc(CN(C)C(=O)C2CCC(=O)N(C3CCCCCC3)C2)cc1 (stereo not given)	0%	31%	17%	-1%	-2%	-6%	6%	-1%	0%	-5%
N#CCSc1nnc2c(Cl)cc(Cl)cn12	0%	-16%	-2%	11%	1%	-1%	1%	15%	1%	-3%
Cc1ccc(/C=C/C(=O)O)cc1S(=O)(=O)N(C)CCO	1%	-37%	-4%	-2%	-2%	-2%	-14%	-8%	-3%	-7%
Cc1cc(S(=O)(=O)NCc2ccccc2)ccc1OCC(=O)NCc1ccncc1	?	?	?	3.2µM*	1%	-2%	15µM*	11%	?	2.8µM*
CCOC(=O)C1=C(C)NC(C)=C(C(=O)OCC)C1C(=O)OCC(=O)N(CC)C1CCS(=O)(=O)C1 (stereo not given)	-1%	-1%	9%	-3%	-23%	9%	1%	0%	-5%	-2%
COc1cccc(-c2nc(CS(=O)(=O)CC(=O)Nc3c(C)cccc3C)c(C)o2)c1	-9%	-11%	-4%	8%	-21%	-4%	1%	-1%	12%	0%
O=C(NCC1CCCO1)c1ccc2c(c1)N(Cc1ccccc1)C(=O)CS2=O (stereo not given)	-20%	27%	1%	3%	0%	15%	1%	-10%	0%	-2%
Cc1cc2ncn(C(=O)c3c(-c4ccccc4)noc3C)c2cc1C	0%	?	4%	-2%	6%	-11%	0%	-3%	0%	0%
C#CC1(O)CC(C)N(C)C(C)C1 (stereo not given)	1%	14%	1%	-3%	-2%	3%	-3%	1%	1%	7%
CC(C)Oc1snc(Cl)c1C(N)=O	-2%	9%	-6%	-8%	1%	4%	14%	-6%	0%	-1%
O=C(Cc1ccc(Cl)cc1)OCc1nnc(-c2ccccc2)o1	2%	10%	-2%	-2%	-5%	6%	-17%	3%	-5%	-8%
CCc1ccc(CN2CCC(C(=O)Nc3cccc(-c4nnc(C)s4)c3)CC2)o1	-5%	?	2%	0%	-3%	-25%	-3%	-8%	-18%	1%
Cc1c(NC(=O)c2ccc(Br)s2)c(=O)n(-c2ccccc2)n1C	0%	2%	1%	-1%	-28%	-6%	4%	-1%	2%	-3%
C=CCOc1ccn(C)c(=O)n1	-6%	1%	1%	2%	-18%	-5%	-1%	2%	3%	0%
CC(C)[C@@H](C(=O)N[C@@H](C(=O)O)c1ccccc1)N1C(=O)N2CCc3c([nH]c4ccccc34)[C@@]2(C)C1=O	0%	2%	11%	-2%	8%	2%	1%	-9%	0%	1%

Ordered by count of non-hydrogen atoms (falling): three of the compounds above.
compound	ELG1 genotoxic	RORgamma inh	p53 reactivator	Rab9 prom act	BRCA1 expr up	uPA surface inh	FLuc counter	MBNL1-CUG inh	Gal4-VP16 FLuc	NPC1 promoter act
CCOC(=O)C1=C(C)NC(C)=C(C(=O)OCC)C1C(=O)OCC(=O)N(CC)C1CCS(=O)(=O)C1 (stereo not given)	-1%	-1%	9%	-3%	-23%	9%	1%	0%	-5%	-2%
Cc1ccc(/C=C/C(=O)O)cc1S(=O)(=O)N(C)CCO	1%	-37%	-4%	-2%	-2%	-2%	-14%	-8%	-3%	-7%
C=CCOc1ccn(C)c(=O)n1	-6%	1%	1%	2%	-18%	-5%	-1%	2%	3%	0%

Further records follow.
compound	ELG1 genotoxic	RORgamma inh	p53 reactivator	Rab9 prom act	BRCA1 expr up	uPA surface inh	FLuc counter	MBNL1-CUG inh	Gal4-VP16 FLuc	NPC1 promoter act
CCOc1ccccc1N1CCN(Cc2cccc(OC)c2O)CC1	-5%	-10%	-1%	-3%	-27%	.	-2%	-4%	2%	0%
CCCc1nnc(NC(=O)CCC(=O)N2CCN(c3nc(C)cc(C)n3)CC2)s1	3%	4%	4%	2%	-13%	3%	2%	2%	2%	-5%
COc1ccc(NC2=C3CC(C)CC=C3N(c3ccc(OC)cc3)C2=O)cc1 (stereo not given)	4%	1%	7%	-9%	10%	1%	-3%	-5%	-4%	-3%
COc1ccccc1/C=C1\SC(=S)N(CCC(=O)NCCCn2ccnc2)C1=O	4%	16µM*	5%	-5%	1%	-1%	?	?	-10%	-3%
COc1ccc(CCNC(=O)Cc2cc(OC)c(OC)cc2[N+](=O)[O-])cc1OC	-4%	22%	-1%	-9%	14%	5%	8%	?	-8%	-4%
CCCCN1CC(=O)N2[C@H](c3ccc(Cl)cc3)[C@@H]3C(=O)N(CC)C(=O)[C@@H]3[C@]2(Cc2ccccc2)C1=O	0%	35%	.	5%	23%	-22%	0%	-3%	4%	1%
CCOc1ccc(NC(=O)C2CCC(CNc3c(N4CCOCC4)c(=O)c3=O)CC2)cc1 (stereo not given)	5%	28%	-2%	-5%	0%	19%	-1%	11%	0%	0%
O=C1Nc2ccccc2C(O)(C(=O)NCc2ccco2)N1c1ccc(Cl)cc1 (stereo not given)	-10%	28%	0%	2%	19%	0%	0%[2.3 µM]	0%	8%	-6%
O=C(c1ccc2c(c1)OCO2)N1CCN(S(=O)(=O)N2CCCCC2)CC1	-6%	0%	1%	-5%	-7%	6%	0%	-1%	-2%	-7%
Cc1ccc(S(=O)(=O)N(C)CCCC(=O)Nc2ccc(F)cc2)cc1	-11%	21%	-1%	-1%	39%	-1%	-3%	-4%	6%	-2%
O=C(NCCc1ccc(C(F)(F)F)cc1)C1COc2ccccc2O1 (stereo not given)	2%	-21%	14%	10%	0%	0%	1%	-20%	-11%	11%
CCN(CC)CCCNC(=O)c1cc(-c2ccc(O)cc2)on1	2%	?	-2%	4%	-1%	-3%	-1%	9%	-1%	-1%
CCOC(CNc1c([N+](=O)[O-])c(=O)n(C)c(=O)n1C)OCC	1%	1%	10%	-1%	-20%	3%	3%	-5%	-20%	-1%
CC1CCN(Cc2c(C(=O)N/N=C/c3ccc(C(C)(C)C)cc3)nnn2-c2nonc2N)CC1	18%	5%	-36%[inhibitor]	0%	-11%	11%	1%	-1%	-27%	-1%
COc1cccc(Sc2nc(-c3ccccc3)ncc2S(C)(=O)=O)c1	1%	27%	?	-2%	-42%	0%	17µM*	1%	9%	-4%
CS(=O)(=O)N(CC(=O)N1CCCC1)c1cccc(Cl)c1	1%	5%[10 µM]	-3%	1%	2%	-1%	1%	-18%	-1%	7%
O=C(NCC(=O)N1CCN(C(=O)c2ccccc2)CC1)c1ccccc1	2%	.	10%	-1%	6%	3%	0%	.	.	-3%
Cc1ccc(S(=O)(=O)Nc2ccc(C(=O)NCCCN3CCOCC3)cc2)cc1[N+](=O)[O-]	2%	.	3%	2%	0%	-3%	0%	.	.	-2%
